Assay outcomes from PubChem BioAssay.
Bim-Bfl-1 = inhibitors of Bim binding to Bfl-1, primary screen, biochemical, multiplexed, bead-based flow cytometry. Bim-Bfl-1 binding inhibition. hit rate 0.12% among 190,000. inhibition, % at 10 µM. Bcl-2-related protein A1 (Homo sapiens), Q16548;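 note: 0% = wells without compound plus tracer and 100% = blocker peptide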
Rab7 wt GTP bind = modulators of GTP binding to Rab7, primary screen, biochemical, wildtype, multiplex bead flow cytometry; GST-Rab7 beads, fluorescent GTP binding; actives lie on both sides; untreated = 100%, excess cold GTP = 0%; GTP binding activity (percent of control), % at 10 µM; hit rate 0.055% among 190,000;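 active = fluorescent GTP binding to Rab7 beads changed by at least 20 points from the 100% baseline, either direction, mostly lower; inconclusive = compound itself probably fluorescent, or too few beads counted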;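 note: median green fluorescence of bound Bodipy-FL-GTP per Rab7 bead population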
Rac1 act GTP bind = GTP binding modulators of activated mutant Rac1, primary screen, biochemical, bead-based flow cytometry, multiplex, fluorescent GTP. GST-Rac1 activated beads; actives lie on both sides; 100% means binding = to untreated wells. percent activity (GTP binding), % at 10 µM. hit rate 0.11% among 190,000. AID 764, 2007;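 active = GTP binding at least 20 percentage points away from the 100% baseline, in either direction, so actives lie on both sides; inconclusive = Compound likely fluorescent itself, or too few beads counted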
HRas wt GTP bind = modulators of GTP binding to HRas wildtype, primary screen, biochemical, bead-based flow cytometry, multiplex; GTPase HRas (Homo sapiens), P01112; GST-Ras wt beads, Bodipy-FL-GTP binding; actives lie on both sides; GTP binding activity, % at 10 µM; hit rate 0.14% among 190,000; AID 759, 2007;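 active = GTP binding activity at least 20% away from the 100% baseline, either lowered as inhibitor or raised as activator; inconclusive = flagged as likely green fluorescent, judged across all proteins in the well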;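 note: 0% = unlabeled GTP competition control and 100% = no-compound control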
Target sequence (P01112 whole entry, looked up): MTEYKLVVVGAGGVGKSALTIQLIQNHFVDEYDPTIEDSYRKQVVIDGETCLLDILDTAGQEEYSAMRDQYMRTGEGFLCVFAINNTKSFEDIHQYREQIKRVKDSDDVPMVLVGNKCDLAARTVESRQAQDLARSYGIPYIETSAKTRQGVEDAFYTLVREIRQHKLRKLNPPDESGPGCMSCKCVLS
Bim-Bcl-B = inhibitors of Bim-Bcl-B binding, primary screen, biochemical, multiplexed, human Bcl-2 family; Bcl-2-like protein 10 (Homo sapiens), Q9HD36; bead-based flow cytometry, Bim peptide-Bcl-B binding; inhibition, % at 10 µM; hit rate 0.073% among 190,000; AID 951, 2007;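 note: 0% = tracer peptide without compound and 100% = reference inhibitor peptide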
Target sequence (Q9HD36 whole entry, looked up): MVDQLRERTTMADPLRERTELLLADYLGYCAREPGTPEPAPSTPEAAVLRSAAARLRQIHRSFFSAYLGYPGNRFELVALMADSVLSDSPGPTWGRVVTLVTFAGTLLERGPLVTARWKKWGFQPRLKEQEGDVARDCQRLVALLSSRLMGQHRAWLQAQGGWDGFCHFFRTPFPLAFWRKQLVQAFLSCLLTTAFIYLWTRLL
Bcl-W Bim block = inhibitors of Bim binding to Bcl-W, primary screen, biochemical, multiplexed, bead-based flow cytometry | inhibition, % at 10 µM | Bcl-2-like protein 2 (Homo sapiens), Q92843 | AID 952, 2007 | Bim peptide-Bcl-W binding | hit rate 0.02% among 190,000;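 note: 0% = bound tracer without compound and 100% = peptide blocker; higher means less fluorescent Bim peptide bound to Bcl-W beads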
Rab2 wt GTP = modulators of GTP binding to Rab2A wildtype, primary screen, biochemical, dog, bead-based flow cytometry, multiplex; GST-Rab2 wt beads, Bodipy-GTP binding; GTP binding activity, % at 10 µM; hit rate 0.19% among 190,000; Ras-related protein Rab-2A (Canis lupus familiaris), P61105;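 active = GTP binding activity at least 20 points away from 100%, either lowered or raised; inconclusive = signal likely due to the compound's own green fluorescence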;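 note: 0% = beads with excess unlabeled GTP and 100% = no-compound control corrected for plate trend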
Rac1 wt GTP bind = wildtype Rac1 GTP binding modulators, primary screen, biochemical, GST-Rac1 beads, flow cytometry, multiplex; fluorescent GTP binding; actives lie on both sides; 0 = cold GTP competed, 100 = untreated; GTP binding activity (% of control), % at 10 µM; hit rate 0.27% among 190,000;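 active = GTP binding activity at least 20 points away from the 100% control level, either lower or higher; inconclusive = compound flagged as likely green fluorescent, judged across all proteins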
Cdc42 wt GTP = modulators of GTP binding to wildtype Cdc42, primary screen, biochemical, multiplex bead flow cytometry, Bodipy-GTP; Cell division control protein 42 homolog (Homo sapiens), P60953; GST-Cdc42 beads; actives lie on both sides; percent activity (GTP binding), % at 10 µM; hit rate 0.2% among 190,000;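 active = percent activity GTP binding at least 20 points away from the 100% baseline, either down as inhibitor or up as activator; inconclusive = compound flagged as likely green fluorescent from well-wide comparison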;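 note: median bead fluorescence of bound Bodipy-FL-GTP at 100 nM; 0% = excess unlabeled GTP control and 100% = no compound control; below 100% means less GTP binding so inhibitor and above means activator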
Target sequence (P60953 whole entry, looked up): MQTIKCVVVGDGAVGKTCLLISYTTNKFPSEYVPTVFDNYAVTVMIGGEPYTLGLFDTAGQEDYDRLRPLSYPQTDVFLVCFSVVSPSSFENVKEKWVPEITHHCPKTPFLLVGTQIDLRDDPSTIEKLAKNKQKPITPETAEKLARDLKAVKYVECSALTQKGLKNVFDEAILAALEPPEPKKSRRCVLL
Bcl-XL Bim block = inhibitors of Bim-Bcl-XL binding, primary screen, biochemical, multiplexed, bead flow cytometry, human Bcl-XL | inhibition, % at 10 µM | Bim peptide-Bcl-XL binding, fluorescence | hit rate 0.04% among 190,000
Target sequence (Q07817 whole entry, looked up): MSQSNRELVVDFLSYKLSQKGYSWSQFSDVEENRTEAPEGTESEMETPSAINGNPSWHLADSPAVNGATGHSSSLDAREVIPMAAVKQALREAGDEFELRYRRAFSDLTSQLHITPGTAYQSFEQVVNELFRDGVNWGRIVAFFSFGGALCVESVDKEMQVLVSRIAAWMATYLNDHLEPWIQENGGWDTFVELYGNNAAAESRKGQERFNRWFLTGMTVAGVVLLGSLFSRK
Bcl-2 Bim block = inhibitors of Bim-Bcl-2 binding, primary screen, biochemical, multiplexed, human Bcl-2 family; Apoptosis regulator Bcl-2 (Homo sapiens), P10415; hit rate 0.06% among 190,000; inhibition, % at 10 µM; Bead-based flow cytometry, Bim peptide-Bcl-2 binding; in the data active = inhibition above about 40%; inconclusive = no clear call, values can overlap the other calls;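 note: 0% = no compound wells with probe peptide and 100% = reference peptide inhibitor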
Target sequence (P10415 whole entry, looked up): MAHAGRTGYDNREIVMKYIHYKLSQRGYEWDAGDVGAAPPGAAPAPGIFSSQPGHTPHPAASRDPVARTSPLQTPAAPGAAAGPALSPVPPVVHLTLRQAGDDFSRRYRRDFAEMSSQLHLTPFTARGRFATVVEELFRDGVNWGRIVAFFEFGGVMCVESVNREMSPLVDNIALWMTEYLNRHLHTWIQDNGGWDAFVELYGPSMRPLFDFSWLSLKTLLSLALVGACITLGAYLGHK
Starred values were filed as active, the others as inactive; ? = inconclusive. Cut-off read from the data, not from the text of the source, unless noted: active = inhibition above about 40%.

Value order: Bim-Bfl-1	Rab7 wt GTP bind	Rac1 act GTP bind	HRas wt GTP bind	Bim-Bcl-B	Bcl-W Bim block	Rab2 wt GTP	Rac1 wt GTP bind	Cdc42 wt GTP	Bcl-XL Bim block	Bcl-2 Bim block
1	C[N+]1(CC(=O)OCCCC2CCCCC2)CCCC1
 : 0.0	95.0	97.0	97.0	-5.0	0.0	97.0	98.0	96.0	0.0	-3.0
2	Cc1ccc(C(=O)NCc2ccco2)cc1[N+](=O)[O-]
 : -13.0	100.0	100.0	100.0	-6.0	-1.0	100.0	100.0	100.0	0.0	-10.0
3	COc1ccc(NS(=O)(=O)c2cccc(C(=O)N/N=C(\C)c3ccncc3)c2)cc1
 : 1.0	101.0	99.0	102.0	-2.0	0.0	99.0	105.0	102.0	-2.0	-1.0
4	CC1CC(=O)C2=C(C1)Nc1ccccc1N=C2 (stereo not given)
 : -5.0	96.0	98.0	97.0	-7.0	1.0	97.0	97.0	97.0	0.0	-5.0
5	CC(Nc1nc(N2CCN(CCO)CC2)nc2ccccc12)c1ccccc1 (stereo not given)
 : -5.0	98.0	96.0	96.0	-4.0	-1.0	96.0	98.0	100.0	-4.0	-2.0
6	COCCCNCCOCCOc1ccc(C)cc1[N+](=O)[O-]
 : 1.0	103.0	100.0	102.0	-3.0	1.0	105.0	103.0	104.0	2.0	0.0
7	C/C(=N\Nc1ccc(Cl)c(C(=O)O)c1)c1cc2ccccc2o1
 : -10.0	94.0	92.0	93.0	-3.0	-2.0	90.0	93.0	92.0	-2.0	-2.0
8	COc1ccc(C(=O)Oc2ccc(/C=N/NC(=O)c3ccccc3OC)cc2[N+](=O)[O-])cc1
 : -5.0	97.0	98.0	96.0	4.0	-1.0	96.0	102.0	98.0	-2.0	1.0
9	COc1ccc(Oc2c(C)oc3cc(OC(=O)N4CCOCC4)ccc3c2=O)cc1
 : 4.0	101.0	100.0	98.0	-1.0	2.0	102.0	106.0	99.0	0.0	0.0
10	N#Cc1cc([N+](=O)[O-])cnc1N(CCO)CCO
 : 0.0	98.0	99.0	101.0	-8.0	-5.0	103.0	108.0	107.0	-6.0	-2.0
11	COc1ccccc1NCCC(=O)OCC(=O)NC1CCCC(C)C1C (stereo not given)
 : 4.0	106.0	104.0	104.0	1.0	2.0	102.0	105.0	105.0	-2.0	3.0
12	COc1ccc2c(c1OC)C(=O)N1C2SC[C@H]1C(=O)NC1CC(C)(C)NC(C)(C)C1 (stereo not given in full)
 : -8.0	101.0	101.0	102.0	-8.0	1.0	100.0	105.0	99.0	0.0	-7.0
13	COC(=O)C1=C(NC(=O)c2cccc(OC)c2)CCS1
 : -2.0	98.0	101.0	99.0	-1.0	-3.0	99.0	108.0	101.0	-1.0	0.0
14	COCCCNC(=O)c1cc(C(=O)c2ccccc2Br)c[nH]1
 : -3.0	?	?	?	0.0	0.0	?	?	?	-1.0	1.0
15	Brc1ccc(-c2nc(-c3ccccn3)no2)o1
 : -4.0	98.0	101.0	101.0	0.0	5.0	100.0	103.0	102.0	0.0	-4.0
16	CCOCC(=O)Nc1nnc(C2CCCCC2)s1
 : -5.0	?	?	?	-18.0	-4.0	?	?	?	-9.0	-8.0
17	COc1ccc(Cl)cc1-n1c(N)c(C(N)=O)sc1=S
 : -13.0	95.0	100.0	100.0	-18.0	-8.0	101.0	100.0	101.0	-9.0	-11.0
18	O=C(COc1ncnc2ccccc12)NCCc1ccccc1
 : -8.0	107.0	96.0	100.0	-2.0	0.0	99.0	101.0	95.0	-4.0	-3.0
19	Cc1ccc(C(=O)N2CCN(c3ccccn3)CC2)cc1
 : -5.0	105.0	96.0	98.0	0.0	0.0	97.0	99.0	94.0	0.0	0.0
20	COc1cc2c(cc1OC)CN(CCC(=O)c1ccc(Br)cc1)CC2
 : 6.0	101.0	88.0	92.0	-3.0	-4.0	93.0	86.0	85.0	-3.0	0.0
21	CC(=O)Nc1ccc(NC(=O)CSc2nnc(-c3ccco3)o2)cc1
 : -1.0	108.0	95.0	99.0	1.0	0.0	98.0	100.0	99.0	-1.0	2.0
22	COc1ccccc1NC(=O)CSCC(=O)N1c2ccccc2CCc2ccccc21
 : -4.0	99.0	100.0	102.0	-12.0	-13.0	98.0	105.0	100.0	-15.0	-7.0
23	COc1ccc(CCNC(=O)COc2nncc3ccccc23)cc1
 : -4.0	102.0	98.0	101.0	-7.0	-2.0	100.0	102.0	95.0	-5.0	-2.0
24	O=C(Oc1ccc2c(c1)OCO2)C12CC3CC(CC(C3)C1)C2
 : -9.0	98.0	99.0	100.0	-9.0	-6.0	100.0	100.0	98.0	-8.0	-7.0
25	Cc1cc(C(=O)COC(=O)CC2Sc3ccccc3NC2=O)c(C)n1-c1ccc(Br)cc1 (stereo not given)
 : 2.0	98.0	95.0	96.0	-9.0	-2.0	96.0	95.0	94.0	-7.0	13.0
26	CC(=O)n1cc([C@H]2C=C(C(=O)NCc3ccccc3)O[C@@H](OCc3ccc(CO)cc3)C2)c2ccccc21
 : -4.0	99.0	94.0	94.0	-2.0	1.0	95.0	95.0	96.0	0.0	-3.0
27	CC1(C)CC(=O)C(CCC(=O)c2ccccc2)C(C)(C)N1 (stereo not given)
 : -9.0	100.0	100.0	101.0	-9.0	-2.0	101.0	103.0	103.0	-3.0	-5.0
28	CCN(CC(=O)Nc1ccc(S(N)(=O)=O)cc1)S(=O)(=O)c1cc(C)ccc1OC
 : -11.0	103.0	100.0	101.0	-9.0	-3.0	101.0	102.0	102.0	-13.0	-10.0
29	NNC(=O)C1CC(O)CN1S(=O)(=O)c1ccc(Cl)cc1 (stereo not given)
 : -4.0	96.0	97.0	94.0	0.0	-2.0	97.0	98.0	95.0	-3.0	1.0
30	CC(=O)N1CCN(C(=S)c2ccc([N+](=O)[O-])cc2)CC1
 : -22.0	102.0	97.0	102.0	-16.0	-5.0	99.0	106.0	100.0	-4.0	-17.0
31	COC(=O)/C=C/C(=O)NCc1ccco1
 : -19.0	96.0	99.0	100.0	-6.0	-1.0	102.0	104.0	104.0	-8.0	-8.0
32	O=C(COC(=O)Cc1ccccc1[N+](=O)[O-])NCc1ccccc1Cl
 : -2.0	104.0	97.0	98.0	-7.0	-1.0	100.0	106.0	100.0	-3.0	-2.0
33	CC1(C)N=C(N)NC(Nc2ccc(Br)cc2)=N1
 : -4.0	105.0	103.0	103.0	-6.0	-2.0	106.0	112.0	106.0	-4.0	-4.0
34	Cc1ccc(CN2CCN(CC(=O)NCCCN3CCN(c4ccc(F)cc4)CC3)C2=O)cc1
 : -4.0	97.0	94.0	98.0	-1.0	-3.0	94.0	97.0	97.0	-7.0	-1.0
35	Cc1ccc(S(=O)(=O)/N=C(\CN2CCOCC2)N2CCCC2)cc1
 : -4.0	103.0	100.0	103.0	-9.0	-2.0	103.0	105.0	104.0	-3.0	-4.0
36	CCN(C(=O)c1cc2cc(OC)ccc2oc1=O)c1cccc(C)c1
 : -13.0	108.0	104.0	105.0	-7.0	1.0	104.0	112.0	108.0	-5.0	-10.0
37	O=C1C2C3C=CC(c4ccccc4)(C2C(=O)N1c1cccc(Cl)c1)C1C(=O)N(c2cccc(Cl)c2)C(=O)C31 (stereo not given)
 : -16.0	97.0	98.0	99.0	-12.0	-5.0	100.0	100.0	98.0	-7.0	-13.0
38	CCc1nc2ccc(C)cc2c(C(=O)Oc2cccc3cccnc23)c1C
 : 0.0	98.0	99.0	102.0	1.0	-1.0	102.0	102.0	103.0	0.0	0.0
39	Cc1ccc(C(NC(=O)N2CCOCC2)=C(Cl)Cl)cc1F
 : -1.0	99.0	104.0	102.0	1.0	0.0	101.0	107.0	105.0	2.0	1.0
40	O=[N+]([O-])c1ccc(-c2ccc(C=Nc3cccc4ccccc34)o2)cc1
 : 1.0	97.0	96.0	99.0	-9.0	-3.0	100.0	104.0	98.0	-5.0	-16.0
41	Cc1ccc(S(=O)(=O)NC(C)C(=O)Nc2cccc([N+](=O)[O-])c2)cc1 (stereo not given)
 : 2.0	93.0	98.0	95.0	-1.0	-5.0	98.0	104.0	98.0	-7.0	-4.0
42	N#Cc1ccccc1Sc1ccccc1C(=O)OCC(=O)NC1CCS(=O)(=O)C1 (stereo not given)
 : 5.0	99.0	102.0	101.0	5.0	2.0	104.0	104.0	103.0	3.0	4.0
43	O=C(Nc1ccncc1)c1ccccc1[N+](=O)[O-]
 : -3.0	96.0	94.0	92.0	0.0	1.0	98.0	93.0	95.0	-1.0	0.0
44	CN(CCOc1ccc(-c2ccn(S(=O)(=O)c3ccc(Cl)cc3)n2)cc1)c1ccccn1
 : 3.0	98.0	98.0	99.0	0.0	0.0	99.0	97.0	101.0	1.0	-2.0
45	CC1(C)CC(=O)c2c(O)cc(OCc3ccc(Br)cc3)cc2O1
 : -2.0	99.0	100.0	102.0	-1.0	0.0	100.0	103.0	104.0	-2.0	-3.0
46	CCn1ncc(C2=NOC(C(=O)Nc3cccc(C(C)=O)c3)C2)c1C (stereo not given)
 : -4.0	104.0	100.0	101.0	0.0	-2.0	100.0	108.0	101.0	-2.0	-4.0
47	O=C(CCCCn1c(=O)c2ccccc2n(CC(=O)NC2CCCC2)c1=O)NC1CCCC1
 : -9.0	101.0	98.0	99.0	0.0	4.0	97.0	99.0	99.0	3.0	-2.0
48	Cc1ccc(-c2csc(NC(=O)COC(=O)c3cccc(S(=O)(=O)N4CCOCC4)c3)n2)cc1
 : -17.0	100.0	98.0	100.0	-13.0	-2.0	100.0	102.0	101.0	-8.0	-8.0
49	CCN(CC(=O)Nc1sc2c(c1C#N)CCCC2)Cc1nc2ccccc2c(=O)[nH]1
 : -7.0	95.0	96.0	98.0	-5.0	-6.0	95.0	100.0	97.0	-4.0	-6.0
50	COc1ccc(CC(=O)NCc2nnc(SCC(=O)Nc3nccs3)n2C)cc1
 : -7.0	96.0	96.0	96.0	-1.0	-3.0	96.0	97.0	98.0	-2.0	-2.0
51	CN1CCN(C(=S)Nc2ccc(S(N)(=O)=O)cc2)CC1
 : 0.0	96.0	98.0	101.0	-40.0	-5.0	99.0	100.0	99.0	-13.0	-8.0
52	O=C(NC(=S)Nc1cccc([N+](=O)[O-])c1)c1ccco1
 : 1.0	98.0	96.0	101.0	-2.0	-4.0	99.0	104.0	102.0	-5.0	1.0
